Assay outcomes as filed in PubChem.
Dicer inh – human Dicer pre-microRNA cleavage inhibition. Q9UPY3. cat-ELCCA pre-miR-21 Dicer processing, chemiluminescence; active compounds read high. z-score at 25 µM. hit rate 6% among 47,000. AID 1347074; in the data active means z-score above about 3, passing the limit was not always enough;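 further: plate controls were vehicle for no effect and no enzyme for full effect; higher signal means more uncleaved substrate so more Dicer inhibition; strong numbers were not always called active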
Target sequence (Q9UPY3 whole entry, looked up): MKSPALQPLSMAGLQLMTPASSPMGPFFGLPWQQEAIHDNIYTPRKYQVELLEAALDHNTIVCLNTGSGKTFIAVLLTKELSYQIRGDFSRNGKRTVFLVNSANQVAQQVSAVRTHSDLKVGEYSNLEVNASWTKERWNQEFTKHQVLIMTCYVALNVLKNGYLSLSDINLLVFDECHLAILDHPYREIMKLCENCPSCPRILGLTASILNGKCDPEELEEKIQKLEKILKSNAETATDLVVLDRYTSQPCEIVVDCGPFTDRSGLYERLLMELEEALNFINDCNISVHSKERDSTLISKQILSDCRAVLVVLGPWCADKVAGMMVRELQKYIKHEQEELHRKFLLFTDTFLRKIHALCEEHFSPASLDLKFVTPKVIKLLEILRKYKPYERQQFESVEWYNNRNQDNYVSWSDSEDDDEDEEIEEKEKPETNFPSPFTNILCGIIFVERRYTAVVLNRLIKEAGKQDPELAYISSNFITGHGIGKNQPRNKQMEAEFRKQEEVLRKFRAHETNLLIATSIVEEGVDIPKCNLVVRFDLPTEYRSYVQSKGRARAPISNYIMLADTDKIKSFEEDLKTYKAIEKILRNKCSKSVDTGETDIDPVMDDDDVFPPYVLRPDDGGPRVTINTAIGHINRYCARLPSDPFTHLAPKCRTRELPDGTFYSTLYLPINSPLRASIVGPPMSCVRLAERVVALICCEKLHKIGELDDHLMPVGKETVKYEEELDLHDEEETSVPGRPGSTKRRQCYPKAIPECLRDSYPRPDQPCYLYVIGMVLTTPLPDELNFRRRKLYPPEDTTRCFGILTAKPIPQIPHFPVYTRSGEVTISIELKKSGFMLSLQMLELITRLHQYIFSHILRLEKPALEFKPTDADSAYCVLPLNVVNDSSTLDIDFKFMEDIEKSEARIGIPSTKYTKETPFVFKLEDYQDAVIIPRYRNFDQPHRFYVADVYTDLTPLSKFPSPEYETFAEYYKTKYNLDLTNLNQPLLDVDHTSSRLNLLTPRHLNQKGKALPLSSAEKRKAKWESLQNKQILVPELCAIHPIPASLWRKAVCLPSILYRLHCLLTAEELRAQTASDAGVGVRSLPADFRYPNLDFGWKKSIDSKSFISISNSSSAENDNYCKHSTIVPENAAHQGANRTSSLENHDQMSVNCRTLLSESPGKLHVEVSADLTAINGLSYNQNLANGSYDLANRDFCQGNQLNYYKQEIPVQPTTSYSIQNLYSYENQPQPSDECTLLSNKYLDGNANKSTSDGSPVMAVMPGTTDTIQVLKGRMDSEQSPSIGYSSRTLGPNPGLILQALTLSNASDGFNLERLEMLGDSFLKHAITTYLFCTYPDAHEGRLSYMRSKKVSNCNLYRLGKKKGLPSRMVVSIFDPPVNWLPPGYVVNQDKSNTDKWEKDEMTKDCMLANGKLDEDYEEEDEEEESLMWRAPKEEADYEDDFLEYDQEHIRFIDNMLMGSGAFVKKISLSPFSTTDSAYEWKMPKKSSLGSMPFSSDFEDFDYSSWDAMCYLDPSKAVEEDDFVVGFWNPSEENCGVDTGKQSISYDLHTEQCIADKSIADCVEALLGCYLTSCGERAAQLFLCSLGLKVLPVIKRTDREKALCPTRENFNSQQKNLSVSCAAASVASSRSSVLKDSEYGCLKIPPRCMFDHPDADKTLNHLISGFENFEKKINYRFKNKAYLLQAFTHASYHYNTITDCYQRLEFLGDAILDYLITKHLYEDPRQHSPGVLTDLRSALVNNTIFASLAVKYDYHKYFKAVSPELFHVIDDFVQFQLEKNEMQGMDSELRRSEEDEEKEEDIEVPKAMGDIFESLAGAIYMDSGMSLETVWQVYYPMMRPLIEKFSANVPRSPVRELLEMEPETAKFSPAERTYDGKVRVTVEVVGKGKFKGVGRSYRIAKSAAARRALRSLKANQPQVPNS
* = called active by the depositor; & = joins results of further samples. A portion of the library. The share of hits here may be higher or lower than overall.

SMILES	Dicer inh
CC1=NN(c2ccc(Cl)cc2)C(=O)C1CCOC(=O)c1nn(-c2ccccc2)nc1C (stereo not given)	-1.63
Nc1nc(-c2ccc3c(c2)CCCC3)cc(C(F)(F)F)n1	-1.31
COC(=O)C1=C(C)NC2=C(C(=O)CC(c3ccc(OC)cc3)C2)C1c1ccc(OC)c(OC)c1 (stereo not given)	2.1
Cc1cc(NC(=O)Nc2scc(S(=O)(=O)c3ccc(Cl)cc3)c2C)on1	0.08
CCOc1ccccc1-c1nc(-c2cc3ccc(C)cc3[nH]c2=O)no1	0.19
NNC(=S)Nc1ccccc1Cl	1.42
Cc1ccc(-c2nnn(CC(=O)C(C)(C)C)n2)cc1Cl	0.26
O=C(NC(OCc1ccccc1)(C(F)(F)F)C(F)(F)F)OCc1ccccc1	0.17
O=C(c1cnc2cc(-c3ccccc3)nn2c1)c1cc(Cl)ccc1O	-1.73
CN(C)/C=C\c1ccnc(-c2cc(/C=C\N(C)C)ccn2)c1	2.19
CCc1ccc(NC2CC(=O)N(c3ccc(C)cc3Br)C2=O)cc1 (stereo not given)	3.27*
Cc1ccc(CCC(=O)Nc2nccs2)o1	-0.4
CCOc1cc(C2C(C(=O)OC)=C(C)NC3=C2C(=O)CCC3)ccc1O (stereo not given)	-0.56
CCOC(=O)c1c(C)oc2c1c1c(c3ccccc32)OCN(C2CCS(=O)(=O)C2)C1 (stereo not given)	0.36
CC1=C(C(=O)OC2CCCC2)C(c2coc3ccccc3c2=O)C2=C(CCCC2=O)N1 (stereo not given)	2.4
Nc1nc(N)c(S(=O)(=O)c2ccccc2)c(N2CCOCC2)n1	1.83
COCCOC(=O)c1c(C)oc2ccc(OC(C)=O)cc12	0.89
CCSc1nnc2c(n1)OC(c1ccc(O)c(OC)c1)Nc1ccccc1-2 (stereo not given)	1.27
FC(F)(F)c1cccc(N2CCNC2=S)c1	-0.4
CCN(CC)C(=O)c1cccc2c1C(=O)c1ccccc1-2	-0.1
N#Cc1cnn(S(=O)(=O)c2ccc(Cl)cc2)c1C1CC1	-0.57
CC1(C)Cc2c(c(N3CCOCC3)nc3sc(C(=O)Nc4ccc(Cl)cc4)c(N)c23)CO1	1.73
Nc1cccc(-c2nc3cc(Cl)ccc3o2)c1	4.51*
CC(O)C(Nc1ccccc1CC(=O)OC(C)(C)C)C(=O)O (stereo not given)	1.82
CC(=O)NCc1c(N(C)C)cccc1N(C)C	2.53
CC(C)OC(=O)CSC1=C(C#N)C(c2ccc(C(C)C)cc2)CC(=O)N1 (stereo not given)	0.22
CN(C)S(=O)(=O)N(CC(=O)NC1CC2CCC1C2)c1ccccc1 (stereo not given)	-1.13
Clc1ccc(-n2nnnc2CC2N(c3ccccc3)CCN2c2ccccc2)cc1	1.71
COc1cc2c(cc1OC)C(/C=C1\SC(C(C)=O)=NN1c1ccc(C)cc1)=NCC2	0.71
Cc1nnc2c(N3CCC(Cc4ccccc4)CC3)nc3ccccc3n12	-0.28
Cc1cc(=O)n(CC(C)O)c(O)c1C#N (stereo not given)	-5.43
C=CCOc1ccc(C2CC(=O)Nc3n[nH]c(-c4ccccc4)c32)cc1OC (stereo not given)	0.99
CC(C)(C)c1cc(C(C)(C)C)n(-c2ccc(N)cc2)n1	0.04
CCCCOC(=O)C1=C(C)NC2=C(C(=O)CC(C)(C)C2)C1c1ccc(C(=O)OC)cc1 (stereo not given)	-0.14
O=C(CSc1nnc(-c2ccc(Br)cc2)o1)NC1CCCCC1	1.52
COCc1nc(-c2ccc(-c3ccccc3)nc2OC)no1	0.88
Fc1cccc(Cl)c1CSc1nc2ccccc2[nH]1	-0.38
Cc1cc(-c2nnc(SCC(=O)c3ccc(C(C)(C)C)cc3)o2)no1	-1.05
CN(C)/C=N/NC(=O)c1ccccc1Cl	0.24
C=C(C)Cc1c(C)nc(SC)[nH]c1=O	0.94
CCOC(=O)C1=C(C)NC2=C(C(=O)c3ccccc32)C1c1ccc([N+](=O)[O-])cc1 (stereo not given)	2.08
O=[N+]([O-])c1ccc2c(c1)CCN2C(=S)NC1CC2CC1C1C=CCC21 (stereo not given)	-0.18
Cc1ccc(C2Nn3c(C)nnc3SC2C(=O)Nc2ccc(Br)cc2F)cc1 (stereo not given)	1.42
Cc1ccc(-c2nn3c(C)nnc3s2)cc1NC(=O)c1ccco1	2.57
CSc1nnc2c(n1)OC(c1ccc(C)s1)N(C(C)=O)c1ccccc1-2 (stereo not given)	0.08
Cn1ccnc1SCC(=O)Nc1ccc(F)c(Cl)c1	1.25
Cc1nc(N2CCN(c3ccc(F)cc3)CC2)nc2c1C(=O)CCC2	-3.04
COc1ccc(C(=O)Oc2ccc3c(=O)c(Oc4ccccc4Br)coc3c2)cc1OC	3.1*
NC(=O)Cn1c(=O)n(-c2cccc(Cl)c2)c(=O)c2cc(-c3ccccc3)sc21	-0.38
Cc1cn2c3ccccc3nc2n1CCO	-0.05
C[C@H](N[C@@H](CCc1ccccc1)C(=O)O)C(=O)N1CCC[C@H]1C(=O)O	-0.17
Nc1cc(=O)[nH]c(SCc2c(Cl)cccc2Cl)n1	-0.27
CCOC(=O)c1c(C)n(C)c2c1cc(OC(C)=O)c1ccccc12	0.61
COC(=O)c1sccc1NC(=O)c1cc(S(=O)(=O)N(C)C)oc1C	0.18
O=C(Nc1ccc2c(c1)OCO2)Oc1ccccc1	-0.16
COc1ccc(N2C(=O)CC(Sc3ccc(Cl)cc3)C2=O)c(OC)c1 (stereo not given)	-1.43
COc1ccc(-c2noc(COc3ccc(Cl)c(C)c3)n2)cc1OC	-1.01
O=C(O)CCCC(=O)N1CCc2c([nH]c3ccccc23)C1C(F)(F)F (stereo not given)	-0.64
O=c1[nH]nc(SCc2nc(COc3ccc([N+](=O)[O-])cc3)no2)n1Cc1ccco1	-0.63
CC(C)(C)Sc1ccc([N+](=O)[O-])cc1C(=O)Nc1ccncc1	-0.55
(more compounds)
SMILES	Dicer inh
CN(C)/C=C/C(=O)c1cc(Cl)ccc1Cl	-0.56
C=C(C)Cn1c(CN2CCOCC2)nc2c1c(=O)[nH]c(=O)n2C	-0.35
CC(C)OC(=O)Nc1ccc(Cl)c(Cl)c1	-0.65
N#Cc1nc(COc2cccc(Cl)c2)oc1NCc1ccco1	1.23
S=c1nc[nH]c2c1cnn2-c1ccccc1	-0.64
Nc1cc(=O)[nH]c(=O)n1-c1ccccc1	-0.47
CCN1C(=O)C2(/C(=C(/O)c3ccc4c(c3)CC(C)O4)C(=O)C(=O)N2CCOC)c2ccccc21 (stereo not given)	1.1
COc1ccc(OS(=O)(=O)c2ccc(C)cc2)c(Br)c1	0.76
Cn1c(SCc2ccc(Br)cc2F)nnc1C(F)(F)F	0.46
CC(C)CCn1c(N2CCCCC2)nc2c1c(=O)[nH]c(=O)n2C	-1.35
O=C(c1ccco1)N(CCN(C(=O)c1ccco1)c1ccccc1)c1ccccc1	-1.92
CCSc1nccc(C(F)(F)F)c1C(=O)Nc1c(C)cccc1C	-0.14
C=CCn1c(Sc2ncnc3sc4c(c23)CCCC4)nnc1-c1ccccc1	-1.35
CC(C)OC(=O)c1cc2nc(-c3ccccc3)cc(C(F)(F)F)n2n1	-0.06
OC(CNC1CCN(Cc2ccccc2)CC1)C(F)(F)F (stereo not given)	1.34
C=CCn1c2ccccc2c2nnc(SCC(=O)Nc3ncc([N+](=O)[O-])s3)nc21	0.77
C#CCSc1nc(-c2cccs2)cc(C(F)(F)F)c1C#N	0.26
O=C1C(=O)N(CCCN2CCOCC2)C(c2cccs2)/C1=C(\O)c1ccccc1 (stereo not given)	1.45
COC(=O)c1cc(-c2ccc(S(=O)(=O)N3CCN(c4ccccc4)CC3)cc2)c(C(F)(F)F)s1	-5.08
CCc1ccc(S(=O)(=O)Nc2ccc3oc4c(c3c2)CCCC4)cc1	2.13
O=C(Cc1cccs1)N1c2ccccc2Sc2ccccc21	0.57
CCc1ccc(CNCc2ccc3c(c2)OCO3)cc1	1.59
COc1ccc(OCC2CN=C(Nc3ccc(C)cc3)S2)cc1 (stereo not given)	0.22
Cn1cc(C(/C=C/c2ccc([N+](=O)[O-])o2)c2cn(C)c3ccccc23)c2ccccc21	1.71
CCNC(=O)N1c2ccc(C)cc2C(C)=CC1(C)C	0.56
Cc1nc(N2CCN(c3ccccn3)CC2)nc2c1C(=O)CC(/C=C/c1ccccc1)C2 (stereo not given)	-1.19
Cc1cc(C)n(-c2nc3c(c(=O)n(C)c(=O)n3C)n2Cc2ccc(Cl)cc2Cl)n1	-1.48
Cc1ccc(-c2nc3cc(N)ccc3o2)cc1	4.69*
CCc1ccc(C(=O)/C=C/Nc2ccc(Cl)cc2Cl)cc1	-0.38
O=C(O)C1CCCN1C(=O)OCc1ccccc1 (stereo not given)	1.98
COc1ccc(-c2ccc(N)[n+](CCCC(=O)O)n2)cc1	-1.13&5.01
N[C@H](CSCc1ccccc1)C(=O)Nc1ccc([N+](=O)[O-])cc1	-0.17
O=C(Nc1cccnc1Sc1nc2cccnc2s1)c1ccc(F)cc1	-2.35
CCC(C)C(NS(=O)(=O)c1cccc2nsnc12)C(=O)O (stereo not given)	0.87
Cc1ccc(C(C)C)c(OCCCN2C(=O)C(=O)c3cc(C)ccc32)c1	0.16
CSc1nc2cc(C)nn2c(-c2ccco2)c1C#N	0.92
CC1=C(C(=O)OC(C)C)C(c2ccncc2)C2=C(CC(c3ccccc3)CC2=O)N1 (stereo not given)	1.16
CCN1C(=O)C(C(=O)c2ccc(OC)cc2)SC1=S (stereo not given)	-1.14
C[C@]12CCC(=O)C=C1C=C[C@@H]1[C@@H]2CC[C@@]2(C)[C@H]1CC[C@@]21CCC(=O)O1	-0.8
O=C(Nc1ccc(OCc2ccccc2)cc1)OCCn1ncc2ccccc2c1=O	-2.46
CCCc1n(CC(O)COc2ccc(C)cc2)c2ccccc2[n+]1C (stereo not given)	-0.91
Cc1ccc(/C(O)=C2/C(=O)C(=O)N(CCN(C)C)C23C(=O)N(C)c2ccccc23)cc1F (stereo not given)	-2.71
N#Cc1nc(-c2ccccc2)oc1NCCN1CCCCC1	1.65
COC(=O)c1csc2c(C(F)(F)F)cc(N3CCN(S(=O)(=O)c4ccc(C)cc4)CC3)nc12	0.31
CCCCOc1cccc(C2c3c(oc4ccccc4c3=O)C(=O)N2c2nccs2)c1 (stereo not given)	0.34

Rewritten with bars between the fields: part of the list above.
compound | Dicer inh
Nc1cc(=O)[nH]c(SCc2c(Cl)cccc2Cl)n1 | -0.27
CCOC(=O)c1c(C)n(C)c2c1cc(OC(C)=O)c1ccccc12 | 0.61
COC(=O)c1sccc1NC(=O)c1cc(S(=O)(=O)N(C)C)oc1C | 0.18
O=C(Nc1ccc2c(c1)OCO2)Oc1ccccc1 | -0.16
COc1ccc(N2C(=O)CC(Sc3ccc(Cl)cc3)C2=O)c(OC)c1 (stereo not given) | -1.43
COc1ccc(-c2noc(COc3ccc(Cl)c(C)c3)n2)cc1OC | -1.01
O=C(O)CCCC(=O)N1CCc2c([nH]c3ccccc23)C1C(F)(F)F (stereo not given) | -0.64
O=c1[nH]nc(SCc2nc(COc3ccc([N+](=O)[O-])cc3)no2)n1Cc1ccco1 | -0.63
CC(C)(C)Sc1ccc([N+](=O)[O-])cc1C(=O)Nc1ccncc1 | -0.55
CN(C)/C=C/C(=O)c1cc(Cl)ccc1Cl | -0.56
C=C(C)Cn1c(CN2CCOCC2)nc2c1c(=O)[nH]c(=O)n2C | -0.35
CC(C)OC(=O)Nc1ccc(Cl)c(Cl)c1 | -0.65
N#Cc1nc(COc2cccc(Cl)c2)oc1NCc1ccco1 | 1.23
S=c1nc[nH]c2c1cnn2-c1ccccc1 | -0.64
Nc1cc(=O)[nH]c(=O)n1-c1ccccc1 | -0.47
CCN1C(=O)C2(/C(=C(/O)c3ccc4c(c3)CC(C)O4)C(=O)C(=O)N2CCOC)c2ccccc21 (stereo not given) | 1.1
COc1ccc(OS(=O)(=O)c2ccc(C)cc2)c(Br)c1 | 0.76
Cn1c(SCc2ccc(Br)cc2F)nnc1C(F)(F)F | 0.46

(more compounds)
SMILES	Dicer inh
CC(=O)OCC(=O)[C@@]1(O)CC[C@H]2[C@@H]3CCC4=CC(=O)CC[C@]4(C)[C@H]3[C@@H](O)C[C@@]21C	19.8
Oc1ccc2ccccc2c1N=Nc1ccc(F)cc1	1.5
COC(=O)C(C)Oc1ccc2c(=O)c(Oc3ccc(OC)cc3)coc2c1 (stereo not given)	0.01
COc1cccc(C2Nc3ccccc3C(=O)N2NS(=O)(=O)c2ccc(C)cc2)c1O (stereo not given)	-0.09
Cc1ccccc1-n1ncc(C(=O)O)c1C	0.31
CNC(=S)N(C)NC(=S)Nc1ccc(F)c(Cl)c1	2.12
Cn1cnc2c(NCc3ccccc3)nc(NCCO)nc21	-0.08
O=C(Cn1cncn1)c1ccccc1Cl	-0.27
COC(=O)c1csc(S(=O)(=O)NCc2nn(-c3ccccc3)nc2C)c1OC	-1.18
O=C(Nc1ccc(Cl)cc1)Nc1ccccc1C(=O)NC1CCSC1 (stereo not given)	0.85
CCCCCOC(=O)CCSc1n[nH]c(=O)[nH]c1=O	-0.19
CCOC(=O)/C(C#N)=C/c1cc(OC)ccc1OC	0.78
O=C(O)Cn1cnc2sc(-c3ccccc3)cc2c1=O	-0.51
Nc1ccc(-c2nc3cc(N)ccc3n2-c2ccccc2)cc1	3.41*
COC(=O)CSC1=C(C#N)C(c2cccc(OC)c2)CC(=O)N1 (stereo not given)	1.05
CSc1cccc(NC(=S)/N=C/N(C)C)c1	1.18
Oc1c(C(Nc2ccccn2)c2ccncc2)ccc2cccnc12 (stereo not given)	1.37
C=CCOc1ccc(C2c3c(oc4cc(C)c(C)cc4c3=O)C(=O)N2CCCN2CCOCC2)cc1 (stereo not given)	0.07
O=C(CN1c2ccccc2Sc2ccccc21)NNC(=S)Nc1ccccc1	5.15*
OC[C@H](O)[C@H](O)[C@@H](O)C1Nc2ccccc2S1 (stereo not given in full)	-0.81
COC(=O)c1cc(-c2nc(-c3ccc(Cl)cc3Cl)cs2)c(SC)s1	0.87
CCN(CC)CCSc1nnc2c3ccccc3n(CC(N)=O)c2n1	0.49
CCOC(=O)c1c(NC(=O)C2C3C=CC(C3)C2C(=O)O)sc2c1CCC(CC)C2 (stereo not given)	-0.46
Cc1cc(Br)cnc1N=CNO	0.37
COCCOC(=O)C1=C(C)Nc2nc3ccccc3n2C1c1sccc1C (stereo not given)	-0.8
